# Artemis inh – Artemis (human) endonuclease inhibition; Q96SD1; recombinant Artemis, quenched FAM hairpin cleavage fluorescence; inhibition, % at 10 µM; 30,000 compounds, 0.78% hits; AID 686954;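 active means at 10 µM dose, at least 30% inhibition, measured as corrected fluorescence normalized to stimulator and neutral control wells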
# Target sequence (Q96SD1 whole entry, looked up): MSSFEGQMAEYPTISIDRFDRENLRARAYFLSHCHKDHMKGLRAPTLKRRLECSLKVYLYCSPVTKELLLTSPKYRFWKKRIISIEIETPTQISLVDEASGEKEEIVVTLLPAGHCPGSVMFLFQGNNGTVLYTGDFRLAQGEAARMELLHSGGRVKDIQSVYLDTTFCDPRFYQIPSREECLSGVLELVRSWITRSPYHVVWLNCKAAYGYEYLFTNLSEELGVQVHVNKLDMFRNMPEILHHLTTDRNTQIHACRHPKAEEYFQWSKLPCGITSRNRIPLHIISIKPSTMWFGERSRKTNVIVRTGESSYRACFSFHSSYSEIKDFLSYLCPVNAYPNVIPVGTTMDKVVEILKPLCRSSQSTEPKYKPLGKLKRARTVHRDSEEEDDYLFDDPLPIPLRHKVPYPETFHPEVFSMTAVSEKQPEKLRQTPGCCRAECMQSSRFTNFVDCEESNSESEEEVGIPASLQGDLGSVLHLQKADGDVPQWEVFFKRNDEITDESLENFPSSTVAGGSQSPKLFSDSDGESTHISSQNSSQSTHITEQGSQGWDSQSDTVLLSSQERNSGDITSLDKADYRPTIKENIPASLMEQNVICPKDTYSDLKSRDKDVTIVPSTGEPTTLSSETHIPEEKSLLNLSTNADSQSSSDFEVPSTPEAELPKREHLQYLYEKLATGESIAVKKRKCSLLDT
# * = called active by the depositor.
Structure | Artemis inh
O=S(=O)(c1cnccc1N1CCN(/N=C/c2ccc(Br)cc2)CC1)N1CCCCC1 | 1.4
CCCCCn1c(CCC(=O)Oc2ccccc2OC)nc2c1c(=O)[nH]c(=O)n2CCCC | 3.8
COC(=O)C1=C(C)NC(=O)/C1=C\c1cccs1 | -11.8
O=C/C(=C\Nc1ccc(Cl)cn1)c1nc2cc(Cl)ccc2o1 | 11.8
CC1CC(Nc2cccc(O)c2)=CC(=O)O1 (stereo unspecified) | -3.4
CCOC(=O)C(CC(C)C)CP(=O)(O)CNC(=O)OCc1ccccc1 (stereo unspecified) | -1.7
O/N=C(/Cc1ccccn1)c1ccccc1 | -3.0
CCOC(=O)c1ccc(NC(=O)COc2ccc(-n3cnnn3)cc2)cc1 | -6.8
Cn1c(N)c(C(=O)COC(=O)c2cccs2)c(=O)n(C)c1=O | 2.0
COc1ccc(Cn2nnnc2C(CC(C)C)N2CCN(c3ccccc3)CC2)cc1 (stereo unspecified) | 13.9
COC(=O)CNc1n[nH]c(=S)[nH]c1=O | -11.8
CCOc1cc(C(=O)N(C)c2ccccc2)cc(OCC)c1OCC | -0.1
CC(C)Cn1c(N)c(C(=O)NCC2CCCO2)c2nc3ccccc3nc21 (stereo unspecified) | 26.3
Cc1ccc(SC(C)c2nc(-c3ccccc3)no2)cc1 (stereo unspecified) | 1.4
CCOC(=O)CNS(=O)(=O)c1cc(-c2n[nH]c(=O)c3ccccc23)ccc1C | 0.8

# Next structures:
Structure | Artemis inh
CN1Cc2cc(C(=O)c3ccccc3O)cnc2NC1=O | 4.3
O=C(CSc1ccccc1)N1CCN(c2ccccc2)CC1 | -6.8
CCOC(=O)C1C(=O)OC2(CCOC(C)(C)C2)C1C(=O)OCC (stereo unspecified) | -7.3
CC(C)OC(=O)c1c(N)n(CCCN2CCOCC2)c2nc3ccccc3nc12 | 1.9
CCNC(=O)N1C(CC(=O)OCC)C(=O)NC2CCCCC21 (stereo unspecified) | 8.2
CC(C)(C)n1ncc2c(=O)n(CC(=O)N3CCCCCC3)cnc21 | -6.8
Cc1cc(/C=C2\SC(=Nc3ccccc3)NC2=O)c(C)n1-c1ccc(S(N)(=O)=O)cc1 | 19.0
COc1ccc(NC(=O)CSc2nc(C)cs2)cc1OC | -6.7
Cc1ccc(C2C(C(=O)c3sc(-c4ccccc4)nc3C)=C(O)C(=O)N2CCN(C)C)o1 (stereo unspecified) | 0.9
Cc1cccc(NC(=O)c2c(F)c(F)c(F)c(F)c2F)c1 | -1.2
CCOc1ccc(S(=O)(=O)N(CC(=O)N/N=C/c2ccc(-c3ccc([N+](=O)[O-])cc3)o2)c2ccccc2)cc1 | 26.7
CC1(C)Cc2c(sc3c2c(=N)n(Cc2ccco2)c(=O)n3Cc2ccc(F)cc2)CO1 | 16.8
CCOc1cc(S(=O)(=O)n2c(C)nc3ccccc32)ccc1F | -12.2
COc1ccc2c(c1)c(=O)oc1c(C)c(OCC(=O)N3CCc4ccccc4C3)ccc12 | 15.1
O=S(=O)(c1cc(Cl)ccc1Cl)N1CCCC1 | -13.1

# Next part.
Structure | Artemis inh
O=c1oc2cc(Cl)ccc2n1CSc1nc2ccccc2s1 | 9.6
CCOC(=O)Nc1nnc(CCc2ccccc2)s1 | -7.6
CSc1nc(Sc2ccccc2Cl)c2ccccc2n1 | 1.8
O=C(CN1C(=O)CCS(=O)(=O)c2ccccc21)Nc1ccc2c(c1)OCCO2 | -6.9
O=C(CN1C(=O)NC2(CCCCCCC2)C1=O)NCc1ccc2c(c1)OCO2 | -6.0
CCNc1nc(OC)nc(SCC(N)=O)n1 | -6.8
Cc1ccc(N=N/C(=C\O)C(=O)c2ccncc2)cc1 | 2.1
COC(=O)c1cc(Br)c(=O)n(CCc2ccc(O)cc2)c1 | -7.2
O=C(Nn1cnnc1)c1ccccc1CCc1ccccc1 | 5.8
CCOC(=O)Cc1cc(=O)n(-c2nc3ccccc3s2)[nH]1 | 7.2
O=c1cc(N2CCN(c3ccc(F)cc3)CC2)[nH]c(=O)n1C1CCCCC1 | 1.8
COc1ccc(S(=O)(=O)N2CCN(C3CCCCCCC3)CC2)cc1 | 1.9
Cc1nc2ccc(NC(=O)c3cc(S(=O)(=O)N4CCOCC4)ccc3C)cc2s1 | 0.2
CCOc1ccc(NS(=O)(=O)c2cc(Cl)ccc2OC)cc1 | -2.0
N=c1n(CCOc2ccccc2)c2ccccc2n1CCN1CCOCC1 | 1.6

# Next results.
Structure | Artemis inh
Cc1cc(C)c2c(C)nn(-c3ccccc3)c2n1 | -3.5
Cc1ccc(C(=O)N2CCN(C3c4cccc5cccc(c45)C3NS(=O)(=O)c3ccccc3)CC2)cc1 (stereo unspecified) | 7.3
CC(c1nnnn1C1CCCCC1)N(Cc1ccccc1)Cc1cccnc1 (stereo unspecified) | 6.2
CCOC(=O)C1=C(C)NC2(O)c3ccccc3C(=O)C12O (stereo unspecified) | 11.7
Cc1cc([N+](=O)[O-])nn1CC(=O)NCc1cccs1 | 4.0
COc1ccc(S(=O)(=O)CCC(=O)NC2CCCCC2)cc1 | 0.8
COc1ccc(-c2cc(C(F)(F)F)n3nc(C(=O)N4CCOCC4)c(Cl)c3n2)cc1 | -3.5
CCOc1ccc(CCNC(=O)CCc2nc(-c3ccc(C)cc3)no2)cc1OCC | -7.3
O=C(COc1ccc(S(=O)(=O)Nc2ccccc2)cc1)N1CCOCC1 | 7.2
O=C(Oc1ccc(N(Cc2cccs2)C2=NS(=O)(=O)c3ccccc32)cc1)c1ccco1 | 4.5
Cc1nc(C)c(-c2csc(NCCc3ccccc3)n2)s1 | -6.0
O=C(Nc1ccccc1C(F)(F)F)N1CCCC(O)C1 (stereo unspecified) | -3.4
CCOC(=O)C1C(=O)NC(N2CCOCC2)=NC1c1ccco1 (stereo unspecified) | 5.4
O=C(NCc1cccs1)c1nn2cccnc2c1Cl | 2.8
COc1ccc(S(=O)(=O)N(Cc2ccccc2)Cc2nc3ccccc3c(=O)[nH]2)cc1 | 10.2

# Additional results follow:
Structure | Artemis inh
CCOC(=O)C(CC)Sc1nnc2cc(C)c3ccccc3n12 (stereo unspecified) | 4.0
CCOc1ccc(OCCSc2nnnn2-c2ccccc2)cc1 | 13.3
CCN1CCCC1Cn1cnc2c([nH]c3ccc(Cl)cc32)c1=O (stereo unspecified) | -3.4
CC(C)OC(=O)c1sc2nc3c(cc2c1N)C(=O)CCC3 | -0.9
C/C(=N/NC(=O)c1ccoc1C)C12CC3CC(CC(C3)C1)C2 | 3.0
Cc1cccc(C)c1NC(=O)CN1C(=O)S/C(=C\c2cccn2-c2cccc(C(=O)O)c2)C1=O | 22.0
COC(=O)CCc1c(C)nc(N)[nH]c1=O | -8.5
Cc1cc(/C=C2/SC(=S)N(c3cccc(C(F)(F)F)c3)C2=O)c(C)n1-c1cccnc1 | 10.1
Cc1cc(NC(=O)COC(=O)[C@H](C)NC(=O)c2ccccc2)no1 | 13.7
CC(=O)Nc1ccc(S(=O)(=O)N2CCN(C(=O)N3CCCCCC3)CC2)cc1 | -4.8
C/C(=N\O)C(=O)NCc1ccccn1 | -4.5
CNc1nc(C)c(C(C)=O)cc1C#N | 1.3
Clc1ccc(Oc2cnns2)c(Cl)c1 | 0.6
Cc1ccc(-c2csc3ncn(/N=C/N(C)C)c(=O)c23)o1 | -2.7
O=C(CNC(=O)c1cnccn1)Nc1ccc(F)c(F)c1F | -4.7

# Next structures follow:
Structure | Artemis inh
Cc1cc(=S)n(-c2ccccc2)n1C | 5.5
O=C(c1ccc2c(c1)OCO2)N1CCCc2ccccc21 | -4.1
COc1ccc2c(COC(=O)c3n[nH]c4ccccc34)cc(=O)oc2c1 | 9.2
CCOC(=O)c1c(C)nc2c(c1-c1ccccc1)C(=O)CCC2 | 1.2
CCOC(=O)CSc1nnc(CNC(=O)c2cccc(C)c2)n1-c1ccccc1OC | -7.0
O=c1oc2ccccc2c2c1nc(C(F)(F)F)n2-c1ccccc1 | -2.6
O=C1c2ccccc2CN1CCNS(=O)(=O)c1ccc2ccccc2c1 | -2.2
O=S(=O)(Nc1ccc(S(=O)(=O)N2CCCCC2)cc1)c1cccs1 | -1.1
COc1ccc(-c2noc(C(C)n3nc(C)c([N+](=O)[O-])c3C)n2)cc1OC (stereo unspecified) | -2.2
CCCCN(CC)CCCNC(=O)CC1Nc2ccccc2NC1=O (stereo unspecified) | -0.9
CC1(C)CC(=O)C(C2C3=C(CC(C)(C)CC3=O)Oc3ccccc32)=C(O)C1 (stereo unspecified) | 1.4
CCC1SC(N)=NC1=O (stereo unspecified) | -6.2
COc1cc(Cc2nc3ccc(S(=O)(=O)N4CCOCC4)cc3[nH]2)cc(OC)c1OC | -8.6
CCn1c(CNc2nc(-c3ccccc3)cs2)nnc1SCC(=O)NCc1ccco1 | 19.5
O=C1CCc2nc3ccccc3c(=O)n2N1 | 3.6

# Carrying on:
Structure | Artemis inh
COc1ccccc1NC(=O)C(C)NS(=O)(=O)c1ccc(F)cc1 (stereo unspecified) | -2.1
CCc1ccc(C(C)NC(=O)C2(C)CC2(Br)Br)cc1 (stereo unspecified) | -3.9
Cc1c(NC(=O)CCSc2ccc(Cl)cc2)c(=O)n(-c2ccccc2)n1C | 2.8
CC(=O)c1cc2c(=O)c3cc(C)ccc3oc2nc1C | 2.4
C=CCOC(=O)C1=C(C)N=C2SCCC(=O)N2C1c1cccs1 (stereo unspecified) | -0.3
S=C(NCCc1ccccc1)NC1CCCCCC1 | 1.6
O=C(CSc1ncn[nH]1)Nc1nc(-c2ccccc2)cs1 | -5.2
CCOC(=O)C1CCN(C(=O)c2ccc(Cl)c(Cl)c2)CC1 | 5.8
COc1cc(CC(=O)NCc2ccccn2)cc(OC)c1OC | -5.2
CN(Cc1ccccc1)C(=O)CNC(=O)Cn1cnc2ccccc2c1=O | -4.1
COc1ccc(OCCOC(=O)c2ccc(-n3cnnn3)cc2)cc1 | 1.9
O=C(CSc1ncn[nH]1)NCCOc1ccccc1 | -3.4
O=C(O)c1ccc(CSc2nc3ccccc3o2)cc1 | -7.5
COc1ccc(/C=N/NC(=O)c2ccc(Cn3cc([N+](=O)[O-])cn3)o2)c(OC)c1C | -3.3
CC(C(=O)N1CCN(C=O)CC1)N1C(=O)c2ccccc2C1=O (stereo unspecified) | 0.1

# New compounds follow.
Structure | Artemis inh
Cc1ccc(S(=O)(=O)Oc2ccc(C)cc2/C=N/N=C2\NC(=O)C(C)S2)cc1 (stereo unspecified) | 14.5
COc1ccccc1-n1cnnc1SCC(=O)Nc1nc(C)c(Cl)cc1Cl | -5.0
CCOC(=O)c1ccc2c(c1)nc(SCC(=O)N1CCCCC1)n2CC | -7.8
CCN(CC)c1ccc(N2C(=O)/C(=C\c3cccs3)SC2=S)cc1 | 2.8
COc1cc(S(=O)(=O)N2CCCCC2)ccc1NC=O | -11.9
O=C(c1ccccc1)N(c1ccccc1)C1C=CS(=O)(=O)C1 (stereo unspecified) | -0.2
Cc1cc(C(=O)CC#N)c(C)n1CC(F)(F)F | -0.5
O=C(CC12CC3CC(CC(C3)C1)C2)NCO | 0.8
COc1ccc(NC(C)=O)cc1NC(=O)CN1CCN(S(=O)(=O)c2ccc(C(C)C)cc2)CC1 | -1.5
O=c1c(Cc2ccccc2)c(O)nc2n1CCCS2 | -8.0
CCOc1ccc(-c2nnc(SCc3nnc(-c4ccccc4)o3)n2-c2ccccc2F)cc1 | 4.9
CC(Sc1ccc2ccccc2n1)C(=O)O (stereo unspecified) | -9.8
COC(=O)C1=NN(c2ccccc2)C2(S1)S/C(=C\c1ccccc1)C(=O)N2c1ccccc1 (stereo unspecified) | -3.2
CCCCCCCCC/C(=N\O)c1ccccn1 | 35.0*
Cc1ccc2c(c1)N=C(c1ccc(F)cc1)CO2 | 7.6

# Filtered by structure: those above containing a CF3 group (five)
Structure | Artemis inh
COc1ccc(-c2cc(C(F)(F)F)n3nc(C(=O)N4CCOCC4)c(Cl)c3n2)cc1 | -3.5
O=C(Nc1ccccc1C(F)(F)F)N1CCCC(O)C1 (stereo unspecified) | -3.4
Cc1cc(/C=C2/SC(=S)N(c3cccc(C(F)(F)F)c3)C2=O)c(C)n1-c1cccnc1 | 10.1
O=c1oc2ccccc2c2c1nc(C(F)(F)F)n2-c1ccccc1 | -2.6
Cc1cc(C(=O)CC#N)c(C)n1CC(F)(F)F | -0.5

# Next part:
Structure | Artemis inh
COc1ccc2c(=O)cc(-c3ccccc3)n(C)c2c1 | -3.3
Cc1c(C#N)c2ccccc2n1CC(=O)N1CCCc2ccccc21 | -0.4
O=C(Nc1nc2ccc(Cl)cc2s1)C1CCCO1 (stereo unspecified) | -0.8
N#Cc1c(NC(=O)CSc2ncnc3c2cnn3-c2ccccc2Cl)sc2c1CCCC2 | 2.0
Cc1cc(O)c(C(C[N+](=O)[O-])c2ccc(Cl)cc2)c(=O)o1 (stereo unspecified) | 6.8
COc1ccc(-c2n[nH]c(=S)o2)c(OC)c1 | 2.9
c1ccc(N=C(c2cccs2)N2CCOCC2)cc1 | 0.6
O=C(c1ncn[nH]1)N1CCN(c2nc(-c3ccccc3)cs2)CC1 | 7.4
COC(=O)C1(O)CC(CC(C)C)=NN1C(=O)c1ccccc1 (stereo unspecified) | -12.8
O=C(O)c1ccc2cccc(Cl)c2c1O | -7.3
Cc1cc(Oc2ccccc2)nc(N2CCOCC2)n1 | -10.4
Cc1ccc(C)c(-c2csc(N)c2C(=O)OC(C)C)c1 | 1.3
O=S(=O)(C=C(c1ccccc1)c1ccccc1)c1ccccc1 | 10.9
Cc1c(C(=O)N2CCCC2)sc(NC(=O)c2ccco2)c1C#N | -7.5
C=CCNC(=O)NC(=O)COC(=O)c1cccnc1SC | 4.7

# (more compounds)
Structure | Artemis inh
COc1ccc(CCNC(=S)Nc2ccccc2C)cc1 | -4.0
C=CCn1c(SCC(=O)Nc2ccc(C(=O)OC(C)C)cc2)nnc1-c1cccs1 | -2.9
CC(C)(CSc1nncn1/N=C/c1ccco1)NS(=O)(=O)c1ccc(Cl)cc1 | -7.2
Cc1cc(=O)oc2cc(NC(=O)CCCC(=O)O)ccc12 | -5.3
C/C(Cl)=C/Cn1c(SCc2ccc(Cl)cc2)nc2c1c(=O)[nH]c(=O)n2C | -7.2
Cc1cccc(-c2noc(Cc3ccc(Cl)cc3)n2)c1 | 0.0
Cc1ccccc1-n1c(SCC(=O)NCc2cccs2)nnc1-c1ccncc1 | -4.7
CC(=O)Nc1ccccc1-c1ccc(C)o1 | 4.0

# Screening data as filed in PubChem.

# Some of the compounds tested. The share of hits here may be higher or lower than overall.
